# RGS4 inhibitor: human RGS4 inhibition | P49798 | Potency, µM (top dose mostly 114 µM), inactives show at the highest dose activity change, negative = inhibition, usual class: inhibitors | actives 0.039% (n = 390,000) | Transcreener GDP fluorescence polarization, RGS4-accelerated GTP hydrolysis; further: potency means the concentration at half of the fitted maximal effect; on the % scale 0 is the no-effect control and ±100 the full control effect; nearly all actives have a fitted effect of over 75% in size; some results filed as inactive show a strong effect at the top dose
#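 MLSMR compounds (23 nl, pin-transferred) preincubated 10 min at room temperature with a 500nM (2x) first reagent, then RGS4 at 900nM (2x) plus Transcreener GDP mix added; fluorescence polarization (620/688 nm) read before and after 90 min at 30 °C.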
# Vif-APOBEC3F blk: Vif-A3F binding inhibition; AID 602313; actives 0.2% (n = 390,000); HeLa A3F-eYFP + Vif (tagged APOBEC3F with the HIV-1 protein that degrades it), YFP fluorescence increase; Potency, µM (top dose mostly 46.1 µM), inactives show at the highest dose activity, negative = active; further: potency means the concentration at half of the fitted maximal effect; % of control where 0% means no effect; nearly all actives have a fitted effect of over 65% in size
#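 HeLa cells stably expressing A3F-eYFP plus Vif, plated and incubated overnight at 37 deg C, then exposed to compounds overnight at 37 deg C. Blocked degradation read as raised yellow fluorescence (Ex 488/Em 500-530).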
# LDHA block: inhibitors of human lactate dehydrogenase A. purified LDHA, NADH/diaphorase-resazurin fluorescence; stronger effect = lower value. activity change, % (values are at about 110 or 230 µM). AID 1347041. P00338. actives 0.15% (n = 480,000); in the data active means activity change below about -30%; inconclusive means mostly about -25% to -30%;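 further: plate controls were DMSO wells for no effect and wells without enzyme for full effect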
#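 Enzyme activity of human lactate dehydrogenase 5 (2 nM; 0.06 mM NADH, 0.2 mM pyruvate, 5 min, RT) is measured via a resazurin/diaphorase fluorescence readout of residual NADH.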
# Glioma ERSR ind: inducers of ER stress response in human glioma cells; U87-MG GRP78 promoter luciferase reporter, 16 h; Potency, µM, inactives show top-dose activation, actives largely listed as activators; actives 0.02% (n = 420,000); AID 602332; further: potency means the concentration at half of the fitted maximal effect; series mostly up to about 76 µM; % of control where 0% means no effect; nearly all actives have a fitted effect of over 35% in size
#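 Stably transfected U87-MG glioma cells carrying a GRP78-based luciferase sensor; 16 h compound incubation. Luminescence end-point read 10 min after Bright-Glo addition at room temperature.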
# USP1-UAF1 inh: USP1/UAF1 (human) deubiquitinase inhibition. O94782. recombinant USP1/UAF1, Ub-Rhodamine cleavage fluorescence. Potency, µM (doses to about 57.1 µM), for the others: at the top dose activity change, negative = inhibition, actives largely listed as inhibitors. actives 0.23% (n = 390,000); further: potency means the concentration at half of the fitted maximal effect; on the % scale 0 is the no-effect control and ±100 the full control effect; nearly all actives have a fitted effect of over 60% in size; inactives centre near -12
#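 Step one: compound is pinned into 1nM USP1/UAF1 in HEPES pH 7.8 buffer with TCEP. Step two: 15 min room-temperature incubation. Step three: Ub-Rho (150nM final) starts cleavage, tracked by fluorescence over six one-minute reads.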
# TrxR1 substrate: substrates of rat thioredoxin reductase 1 | actives 0.01% (n = 390,000) | purified TrxR1 substrate turnover, NADPH consumption readout | Potency, µM (titrated, usually from 114 µM), without a hit: at the top dose activity change, negative = substrate turnover; further: potency means the concentration at half of the fitted maximal effect; on the % scale 0 is the no-effect control and ±100 the full control effect; nearly all actives have a fitted effect of over 50% in size
# Target sequence (O89049 whole entry, looked up): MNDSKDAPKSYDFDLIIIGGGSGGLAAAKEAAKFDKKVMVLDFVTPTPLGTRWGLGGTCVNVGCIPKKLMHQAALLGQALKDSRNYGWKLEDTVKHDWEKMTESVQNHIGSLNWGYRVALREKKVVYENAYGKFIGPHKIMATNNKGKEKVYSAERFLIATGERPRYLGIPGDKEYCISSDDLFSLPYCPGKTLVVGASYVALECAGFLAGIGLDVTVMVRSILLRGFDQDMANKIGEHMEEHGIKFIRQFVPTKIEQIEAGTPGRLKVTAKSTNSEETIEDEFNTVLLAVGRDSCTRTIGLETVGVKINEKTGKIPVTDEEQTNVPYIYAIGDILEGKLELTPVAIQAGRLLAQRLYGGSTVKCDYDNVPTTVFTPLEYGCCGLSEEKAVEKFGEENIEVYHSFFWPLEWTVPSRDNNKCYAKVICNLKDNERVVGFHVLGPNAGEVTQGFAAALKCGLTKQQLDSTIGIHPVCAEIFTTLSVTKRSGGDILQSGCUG
#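 Rat TrxR1, dispensed at 90 nM, was prereduced with 400 uM NADPH (final) for 5 min at ~22 deg C, then incubated with compound 15 min before 400 uM selenite. A first-read NADPH fluorescence drop versus no-compound background flagged substrates.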
# TrxR1 inh: blocks rat thioredoxin reductase 1; O89049; actives 1% (n = 390,000); Potency, µM (titrated, usually from 114 µM), for inactives: at the top dose activity change, negative = inhibition, usual class: inhibitors; recombinant rTrxR1, NADPH fluorescence consumption, selenite substrate; AID 588453; further: potency means the concentration at half of the fitted maximal effect; on the % scale 0 is the no-effect control and ±100 the full control effect; nearly all actives have a fitted effect of over 65% in size
#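 Rat TrxR1 (90 nM in the dispensed reagent) was pre-reduced with 400 uM NADPH for 5 min at room temperature, then incubated with compound for 15 min. After 400 uM selenite was added, NADPH fluorescence (Ex 340/Em 450 nm) was followed for 8 min.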
# IDH1 R132H inh: human IDH1 R132H inhibition; actives 0.093% (n = 390,000); AID 602179; Potency, µM (doses to about 76.6 µM), without a hit: top-dose activity change, negative = inhibition, usual class: inhibitors; O75874; IDH1-R132H enzyme, NADPH consumption, diaphorase/resazurin fluorescence; further: potency means the concentration at half of the fitted maximal effect; on the % scale 0 is the no-effect control and ±100 the full control effect; nearly all actives have a fitted effect of over 65% in size
# Target sequence (O75874 whole entry R132H, stated change not applied): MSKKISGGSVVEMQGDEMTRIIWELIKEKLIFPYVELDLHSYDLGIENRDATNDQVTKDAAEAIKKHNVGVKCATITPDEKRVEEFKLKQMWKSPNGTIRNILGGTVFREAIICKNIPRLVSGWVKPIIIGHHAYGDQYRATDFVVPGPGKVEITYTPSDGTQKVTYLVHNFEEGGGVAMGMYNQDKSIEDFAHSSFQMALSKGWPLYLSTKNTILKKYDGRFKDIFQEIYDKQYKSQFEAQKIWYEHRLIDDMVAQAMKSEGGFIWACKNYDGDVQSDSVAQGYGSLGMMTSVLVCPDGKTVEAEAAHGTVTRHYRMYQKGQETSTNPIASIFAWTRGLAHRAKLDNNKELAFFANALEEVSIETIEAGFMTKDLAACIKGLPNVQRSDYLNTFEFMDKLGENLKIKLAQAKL
#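 IDH1-R132H (0.5 ug/mL dispensed) in pH 7.5 Tris buffer was preincubated 30 min with compound, then given a substrate mix of 0.016 mM NADPH and 2 mM alpha-KG for 80 min at room temperature; remaining NADPH was read by diaphorase/resazurin fluorescence.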
# Vif-APOBEC3G blk: blocks the Vif interaction with human APOBEC3G | Q9HC16 | HeLa A3G-eYFP + Vif (tagged APOBEC3G with the HIV-1 protein that degrades it), YFP fluorescence, overnight | Potency, µM (doses to about 46.1 µM), for the others: at the highest dose activity, negative = active, most hits filed as inhibitors | actives 0.076% (n = 410,000);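 further: potency means the concentration at half of the fitted maximal effect; on the % scale 0 is the no-effect control and ±100 the full control effect; nearly all actives have a fitted effect of over 60% in size; hits raise eYFP signal because A3G escapes Vif-driven loss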
#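 Read-out is eYFP fluorescence (Ex 488/Em 500-530) from Vif-expressing HeLa A3G-eYFP cells; more signal means A3G escaped Vif-mediated degradation. Cells plated overnight, compound pinned in, incubated overnight at 37 deg C.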
# * = called active by the depositor; ? = inconclusive; . = not tested or not shown; [ ] = another dose, or the depositor's remark. Unless noted, the call rests on the fitted dose curve; in most records, active means well fitted curve in the direction sought with a large enough effect; inconclusive means small, poorly fitted or top-dose-only effect, or another doubt; inactive means no such curve, though single readings can be large; an effect the other way counts as inactive or inconclusive.
TrxR1 substrate	TrxR1 inh	RGS4 inhibitor	Vif-APOBEC3F blk	Vif-APOBEC3G blk	Glioma ERSR ind	LDHA block	USP1-UAF1 inh	IDH1 R132H inh	structure
0%	1%	-50%	2%	-4%	-6%	-1	-25%	-13%	Cc1ccc(-n2ncc(C(=O)NCC3CCN(C4CCCC4)C3)c2C2CCN(C(=O)OC(C)(C)C)CC2)cc1C (stereo not drawn)
6%	20%	-9%	12%	-2%	-3%	1	-21%	6%	COc1ccc(CN2CC(COCc3ccccc3)Oc3ccccc3S2(=O)=O)cc1 (stereo not drawn)
.	.	.	1%	0%	-2%	2	-14%	-7%	CNC(=O)C[C@H]1C(=O)N(c2ccc(OC)cc2)C[C@@H]1C
-7%[57.1 µM]	12%[57.1 µM]	-36%	-9%	2%	-2%	-4	?	2%	Cc1cc(C)c(S(=O)(=O)NCCCn2ccnc2)cc1C
-13%	-19%	12%	-5%	4%	-1%	-3	-4%	-2%	NC(=O)c1ccc(Cl)c2ccccc12
3%	9%	10%	2%	0%	-2%	8	-11%	6%	Cc1nc2cc3ccccc3cc2s1
-5%[57.1 µM]	-11%	5%	-3%	1%	-3%	1	-10%	12%	COc1cccc(NC2CC(=O)N(CCc3ccccc3)C2=O)c1 (stereo not drawn)
-6%	8%	-13%	1%	-5%	-6%	8	-24%	1%	Cn1c(C(=O)N2CCN(c3cccc(C(F)(F)F)c3)CC2)cc2sccc21
.	.	.	-3%	-4%	-2%	-7	0%	-3%	Cc1cccc(S(=O)(=O)N(C)C[C@H]2OCc3cnnn3CCCC(=O)N([C@H](C)CO)C[C@H]2C)c1
2%[57.1 µM]	22%[57.1 µM]	-3%	0%	0%	4%	-4	?	-11%	O=C(OCC1CCCO1)c1ccc2c(c1)N(Cc1ccccc1)C(=O)c1ccccc1S2(=O)=O (stereo not drawn)
7%	2%	-10%	5%	2%	7%	9	-6%	1%	COc1cc(-c2ccccc2)nc(N)n1
-4%	-14%	?	1%	0%	0%	3	-13%	5%	CCCNc1nc2c(c(=O)[nH]c(=O)n2C)n1Cc1cccc(Br)c1
-7%	-1%	-17%	2%	-5%	-4%	-1	-23%	1%	CC(C)(C)c1ccc(OCCNC(=O)Cc2ccc(F)cc2)cc1
-3%	1%	12%	-10%	-1%	2%	-10	-4%	1%	COc1ccc(CNC(=O)/C=C/c2ccc(OCCCF)cc2)cc1
-3%	0%	2%	0%	0%	1%	-15	-15%	0%	O=C(NC(=S)NCCN1CCOCC1)c1ccc(Cl)cc1
8%[57.1 µM]	21%[57.1 µM]	23%	1%	1%	3%	-4	-22%	1%	COc1cc(OC)cc(C(=O)NCCn2ccc3ccccc32)c1
9%	27%	-9%	-3%	-2%	-8%	-5	-19%	23%	CCOc1ccccc1NC(=O)c1nnn(CC(=O)Nc2cc(C)cc(C)c2)c1N
-10%	?	-6%	-10%	-12%	-4%	10	-22%	2%	O=C(Nc1ccc(F)cc1F)c1ccc(COc2c(F)c(F)cc(F)c2F)o1
5%[57.1 µM]	6%[57.1 µM]	-26%	6%	0%	3%	1	-25%	0%	COc1ccccc1NC(=O)C/C(C)=N/NC(=O)C12CC3CC(CC(C3)C1)C2
6%	19%	-7%	4%	1%	3%	-5	-30%	8%	COC1CCN(C(=O)c2ccc3oc(C(C)C)nc3c2)CC1
25%	28%[57.1 µM]	21%	5%	1%	0%	-8	-4%	13%	Cc1ccc2[nH]c3c(Cl)ncnc3c2c1
2%	17%	-31%	0%	-4%	9%	1	-19%	14%	COc1ccc(NC(=O)NC2CCCCCCC2)c(OC)c1
-1%[57.1 µM]	42%	-34%	8%	4%	-3%	-2	-18%	-3%	CC(=O)Nc1ccc(SCC(=O)Nc2ccc(Cl)cn2)cc1
-1%	5%	15%	10%	1%	-5%	-18	2%	-1%	c1ccc(-c2ccccc2OCCOCCN2CCCCC2)cc1
4%	19%	15%	-12%	-3%	4%	1	-23%	6%	CCOC(=O)C1(Cc2cccc(Cl)c2)CCCN(C(=O)C(C)(C)C)C1 (stereo not drawn)
2%	?	22%	6%	2%	2%	-1	-10%	10%	C/C(CC(=O)NC1CCCCCC1)=N\NC(=O)c1cnccn1
0%	5%	2%	5%	1%	-4%	-3	-1%	4%	COc1cccc(/C=N\NC(C)=O)c1OC/C=C/c1ccccc1
1%	-2%	6%	-9%	-3%	-2%	1	0%	0%	Cc1ccc(C)c(N(CC(=O)N2CCCC2)S(C)(=O)=O)c1
3%	19%	-19%	1%	0%	-3%	-2	-20%	0%	Cn1c(=O)[nH]c(=O)c2c1nc(N1CCN(CCO)CC1)n2Cc1ccccc1Cl
0%	21%	0%	-9%	2%	-3%	-6	3%	12%	Cc1cccc(N(CC(=O)NC2CCCC2)C(=O)CNC(=O)c2ccco2)c1C
-5%	-6%	21%	-18%	0%	8%	-3	-5%	6%	Cc1cc(C(=O)CSc2n[nH]c(N)n2)c(C)n1-c1ccccc1
2%	8%	15%	-1%	1%	0%	-5	-9%	3%	Nc1nc(Cn2nnc(-c3ccccc3F)n2)nc(N2CCOCC2)n1
0%	18%	18%	-7%	1%	-6%	-3	1%	6%	CCOC(=O)C1(CC2CCCCO2)CCN(Cc2cn[nH]c2-c2cccc(F)c2)CC1 (stereo not drawn)
12%	4%	12%	1%	2%	-2%	-4	-9%	1%	O=C(CSc1nnc(N2CCOCC2)n1-c1cccc(F)c1)N1CCN(c2ccccn2)CC1
-3%	4%	1%	-3%	5%	-2%	-8	?	-3%	COc1ccc(CCNC(=O)CN2CCN(Cc3ccc(F)cc3)C2=O)cc1OC
2%[57.1 µM]	11%[57.1 µM]	-9%	2%	-3%	-5%	1	-22%	-5%	CCOc1ccc(NC(=O)CN2CCN(CC(=O)Nc3ccc(N(CC)CC)cc3)CC2)cc1
1%[57.1 µM]	20%[57.1 µM]	-10%	13%	0%	-6%	-5	-4%	-5%	c1ccc(COc2ccccc2CNC2CCCC2)cc1
1%	6%	-1%	3%	3%	7%	0	-18%	0%	C/C(=N/NC(=O)CNC(=O)COc1cccc(C)c1)c1ccc(Cl)cc1
75%[activator]	9%	-24%	-10%	0%	0%	-4	-24%	8%	C=CCOc1ccc2c(CC)cc(=O)oc2c1C
2%[57.1 µM]	4%[57.1 µM]	12%	3%	-1%	-1%	-11	7%	13%	Cc1ccccc1C(=O)N/N=C1/SCC(=O)N1Cc1ccccc1

# A few values from above:
# Vif-APOBEC3F blk with C/C(=N/NC(=O)CNC(=O)COc1cccc(C)c1)c1ccc(Cl)cc1 reads 3%
# Vif-APOBEC3G blk with COc1ccc(CCNC(=O)CN2CCN(Cc3ccc(F)cc3)C2=O)cc1OC reads 5%

# Following part
TrxR1 substrate	TrxR1 inh	RGS4 inhibitor	Vif-APOBEC3F blk	Vif-APOBEC3G blk	Glioma ERSR ind	LDHA block	USP1-UAF1 inh	IDH1 R132H inh	structure
4%[2.29 µM]	1%[57.1 µM]	0%	0%	-12%	1%	-6	-17%	9%	Oc1ccc(Nc2ncnc3c2oc2ccccc23)cc1
-3%	12%	23%	1%	-1%	4%	-3	-13%	-5%	Cc1ccccc1OCCCN1CCOCC1
20%	10%	9%	12%	1%	0%	2	-3%	8%	Cc1oc2cc3oc(=O)c(CCC(=O)NCCCC(=O)O)c(C)c3cc2c1C
-5%	1%	-2%	-3%	2%	-2%	-6	-32%	0%	O=C(OCCCCN1C(=O)c2ccccc2C1=O)c1ccc(S(=O)(=O)N2CCCC2)cc1

# Grouped by structure, those above containing a Cl atom (seven)
TrxR1 substrate	TrxR1 inh	RGS4 inhibitor	Vif-APOBEC3F blk	Vif-APOBEC3G blk	Glioma ERSR ind	LDHA block	USP1-UAF1 inh	IDH1 R132H inh	structure
-13%	-19%	12%	-5%	4%	-1%	-3	-4%	-2%	NC(=O)c1ccc(Cl)c2ccccc12
-3%	0%	2%	0%	0%	1%	-15	-15%	0%	O=C(NC(=S)NCCN1CCOCC1)c1ccc(Cl)cc1
25%	28%[57.1 µM]	21%	5%	1%	0%	-8	-4%	13%	Cc1ccc2[nH]c3c(Cl)ncnc3c2c1
-1%[57.1 µM]	42%	-34%	8%	4%	-3%	-2	-18%	-3%	CC(=O)Nc1ccc(SCC(=O)Nc2ccc(Cl)cn2)cc1
4%	19%	15%	-12%	-3%	4%	1	-23%	6%	CCOC(=O)C1(Cc2cccc(Cl)c2)CCCN(C(=O)C(C)(C)C)C1 (stereo not drawn)
3%	19%	-19%	1%	0%	-3%	-2	-20%	0%	Cn1c(=O)[nH]c(=O)c2c1nc(N1CCN(CCO)CC1)n2Cc1ccccc1Cl
1%	6%	-1%	3%	3%	7%	0	-18%	0%	C/C(=N/NC(=O)CNC(=O)COc1cccc(C)c1)c1ccc(Cl)cc1

# Source: PubChem BioAssay (National Center for Advancing Translational Sciences (NCATS))

# Only part of the results is shown (hit frequency here may not be typical).
